# PHOSPHO1 inh: inhibitors of human PHOSPHO1 phosphatase | Q8TCT1 | recombinant PHOSPHO1, absorbance phosphatase assay | inhibition, % at 13.3 µM | actives 1.1% (n = 290,000); in the data active means inhibition above about 60%
# Target sequence (Q8TCT1 whole entry, looked up): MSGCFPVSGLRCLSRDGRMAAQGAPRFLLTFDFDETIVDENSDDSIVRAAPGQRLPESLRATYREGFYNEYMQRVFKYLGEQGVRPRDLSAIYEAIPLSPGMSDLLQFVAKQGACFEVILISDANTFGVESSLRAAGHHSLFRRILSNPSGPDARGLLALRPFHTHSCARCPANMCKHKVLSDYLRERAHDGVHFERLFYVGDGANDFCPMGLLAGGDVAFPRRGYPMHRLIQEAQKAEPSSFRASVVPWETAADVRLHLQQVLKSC
# UBC9 SUMO inh: inhibitors of human SUMOylation (UBC9) | inhibition, % at 35 µM | P63279 | actives 0.36% (n = 290,000) | HTRF SUMOylation assay, SAE1/SAE2 + UBC9, in vitro | AID 2006; in the data active means inhibition above about 50%, passing the limit was not always enough; further: strong numbers were not always called active
# Target sequence (P63279 whole entry, looked up): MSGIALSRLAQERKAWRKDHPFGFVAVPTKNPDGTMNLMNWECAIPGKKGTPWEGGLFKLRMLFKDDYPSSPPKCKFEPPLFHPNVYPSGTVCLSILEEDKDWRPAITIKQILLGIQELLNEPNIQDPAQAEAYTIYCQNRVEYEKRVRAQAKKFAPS
# VIM-2 inh: blocks Pseudomonas aeruginosa VIM-2 metallo-beta-lactamase; actives 0.89% (n = 290,000); purified VIM-2, nitrocefin hydrolysis, epi-absorbance fluorescence; inhibition, % at 5.6 µM; AID 1527;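 active means inhibition above the mean of all tested compounds plus 3 SD, cutoff set per screening run, cut at about 7.5% in these data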;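 further: red hydrolysis product quenches plate fluorescence so inhibitors raise well fluorescence; 0% = enzyme with DMSO and 100% = DMSO without enzyme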
# NS3 helicase inh: blocks Hepatitis C virus NS3 helicase unwinding; NS3 helicase DNA unwinding, Cy5 molecular beacon fluorescence; inhibition, % at 10.9 µM; actives 0.56% (n = 290,000);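 active means inhibition above the mean of all tested compounds plus 3 SD, set per campaign, cut at about 35% in these data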;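 further: 0% = DMSO wells and 100% = thioflavine S control wells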
#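 Measured by: Cy5 fluorescence, 0 and 60 min reads / Assay system: NS3 helicase fragment of HCV / Control set: low DMSO, high thioflavine S at 110 µM / Times: 1 h reaction at 25 °C, ATP-initiated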
# MEKK3 PB1 HTS: MEKK3-MEK5 PB1 interaction, increase or decrease. bead-based flow cytometry, Alexa488-MEK5 binding to MEKK3; actives lie on both sides; 0 = blocked by unlabeled MEK5, 100 = vehicle. actives 1.4% (n = 290,000). AID 1529. binding response (% of control), % at 10 µM. Q99759;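 active means binding response more than 3 SD above or below the average of its plate-row segment, actives on both sides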;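 further: Alexa488 bead fluorescence after subtracting the streptavidin-only scavenger bead signal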
# Target sequence (Q99759 whole entry, looked up): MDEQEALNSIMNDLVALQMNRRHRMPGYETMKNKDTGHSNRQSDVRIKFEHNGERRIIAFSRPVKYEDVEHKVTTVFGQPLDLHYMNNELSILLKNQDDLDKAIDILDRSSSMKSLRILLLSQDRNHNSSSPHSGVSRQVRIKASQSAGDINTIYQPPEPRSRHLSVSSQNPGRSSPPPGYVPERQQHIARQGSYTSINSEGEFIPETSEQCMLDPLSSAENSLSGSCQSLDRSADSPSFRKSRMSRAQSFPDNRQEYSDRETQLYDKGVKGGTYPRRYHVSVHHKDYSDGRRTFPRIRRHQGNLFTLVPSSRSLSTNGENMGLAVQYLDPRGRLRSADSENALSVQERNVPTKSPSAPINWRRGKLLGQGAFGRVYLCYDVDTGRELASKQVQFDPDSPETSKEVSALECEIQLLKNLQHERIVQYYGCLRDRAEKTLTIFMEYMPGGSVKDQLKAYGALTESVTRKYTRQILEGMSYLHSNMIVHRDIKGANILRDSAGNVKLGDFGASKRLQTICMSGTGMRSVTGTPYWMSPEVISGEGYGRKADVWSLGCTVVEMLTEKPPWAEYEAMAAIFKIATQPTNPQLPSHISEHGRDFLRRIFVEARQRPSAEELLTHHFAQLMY
# pCIP destab: compounds decreasing mouse p/CIP protein stability; Q05BA5; F442A p/CIP-EGFP cells, EGFP fluorescence, 16 h; decrease of EGFP signal, % at 10 µM; actives 0.01% (n = 290,000); AID 1984;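 active means EGFP signal decrease of at least 30% at 10 µM or well 3 SD below plate mean, unless failing retest; inactive means the rest, including hits failing retest or dose response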; further: some compounds called inactive have numbers as strong as hits; many of its hits are not listed in these tables
# IMP-1 inhibitor: inhibitors of Pseudomonas aeruginosa IMP-1 metallo-beta-lactamase; purified IMP-1, nitrocefin hydrolysis, epi-absorbance fluorescence; inhibition, % at 5.6 µM; actives 0.45% (n = 290,000);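 active means inhibition above the mean plus 3 SD of all compounds in the same screening run, cut at about 4.5% in these data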;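 further: 0% = IMP-1 with DMSO and 100% = DMSO wells lacking enzyme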
#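 assay system = purified recombinant IMP-1 metallo-beta-lactamase enzyme | schedule = 15 min preincubation plus 25 min reaction at 25 °C | signal = Epi-absorbance fluorescence, 480 nm excitation, 530 nm emission | read-out basis = percent inhibition from optical density relative to buffer-blank wells | controls = IMP-1 with DMSO as 0%, enzyme-free DMSO as 100%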
# FID counter: displaces DNA intercalator in HCV helicase counter-screen. inhibition, % at 7.9 µM. actives 0.17% (n = 290,000). DNA fluorescent intercalator displacement, fluorescence. AID 1845; in the data active means inhibition above about 37%;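 further: 0% = vehicle and 100% = reference compound; higher means more ethidium bromide displaced from hairpin DNA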
# IDE cell activ: IDE (human) activation, cell-based | P14735 | HEK cells, FAbeta-B cleavage, fluorescence polarization; 0% vehicle, 100% cell-free pure enzyme wells | activation, % at 5.96 µM | actives 0.073% (n = 340,000) | AID 493087;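 active means activation above the mean of all tested compounds plus 3 SD, set per screening campaign, cut at about 17% in these data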
# An asterisk follows results filed as active; x = no result given.
molecule,pCIP destab,IDE cell activ,UBC9 SUMO inh,MEKK3 PB1 HTS,VIM-2 inh,IMP-1 inhibitor,FID counter,PHOSPHO1 inh,NS3 helicase inh
CCOC(=O)c1cc(CC)sc1NC(=O)c1ccc(N2CCOCC2)c([N+](=O)[O-])c1,-3,-3,19,102,-2.9,-3.8,0,15,-4
O=C(CCn1c(=S)[nH]c2ccccc2c1=O)NCC1CCCO1 (stereo unspecified),0,0,14,95,0.3,-1.1,-3,-14,0
Cn1cc(CN2C[C@]3(C)C[C@H]2CC(C)(C)C3)c(-c2ccc3c(c2)OCCO3)n1,-20,4,-8,99,-1.7,-3.5,1,46,0
Cc1ccccc1OCC(=O)Nc1ccc(N2CCN(C(=O)c3ccco3)CC2)cc1,14,2,-8,101,1.3,-2.5,-35,-2,-7
CCCCNC(=O)[C@H](Cc1c[nH]c2ccccc12)NC(=O)c1ccccc1Cl,4,2,-20,96,-0.3,-0.4,-6,-2,-2
COc1cc(-c2nnc(COC(=O)CSc3cc(C)c4ccccc4n3)o2)cc(OC)c1OC,-6,5,25,97,-0.8,-3.9,-33,-8,0
COC(=O)c1cc(S(=O)(=O)NCc2ccccc2OC)cn1C,-4,4,15,102,-4.9,-3.1,-12,45,0
COc1ccccc1OCc1nnc(SCC(=O)N2CCCCC2)n1-c1ccccc1,-3,4,-20,98,0.8,-0.9,-35,2,0
COc1cc(NC(=O)c2cc3cccc(OC)c3o2)cc(C(=O)Nc2cccc(C(F)(F)F)c2)c1,-21,2,-5,110,x,x,x,35,x
CC1CCCCN1S(=O)(=O)c1ccc(C(=O)N(CCCN(C)C)c2nc3ccc(Br)cc3s2)cc1 (stereo unspecified),-5,2,11,117,-0.8,0.7,38*,43,-38
C[C@@]12CCC=C[C@H]1[C@H](c1ccc(C(F)(F)F)cc1)N(Cc1ccccc1)C2=O,5,6,-15,100,x,x,x,26,x
CCCn1c2ccccc2c2cnn(CC(=O)NCCOC)c(=O)c21,-3,0,-1,106,-0.2,-5.3,-17,31,1
OCCN(CC#CC(O)(c1ccccc1)c1ccccc1)CCO,-4,4,13,109,-1.5,-2.2,-12,33,1
O=S(=O)(c1ccccc1)N1CCN(CCO)CC1,-5,3,0,100,-0.8,-0.9,-3,14,-6
Cc1ccc(C(=O)NNC(=O)CSc2nnc(CNc3ccc(F)cc3)n2C)cc1,12,x,6,98,2.4,-3.5,3,20,-5
CCN1CCc2nc3sc(C(=O)Nc4cccnc4Cl)c(N)c3cc2C1,-8,-3,27,86,4.0,0.4,4,21,-15
Cc1nc(NCc2ccco2)c(C#N)c2c1COC(C)(C)C2,2,6,2,89,-1.1,-1.2,-9,-25,4
Cc1c(NC(=O)C(=O)/C=C(/O)c2ccccc2)c(=O)n(-c2ccccc2)n1C,-2,2,-1,104,1.1,-1.4,-20,1,-2
Cc1cc2cc(CN(Cc3cccs3)Cc3nnnn3CC3CCCO3)c(=O)[nH]c2cc1C (stereo unspecified),-19,-3,22,72,1.3,-0.4,-15,-51,6
CCC(CC)C(=O)Nc1c2cnn(-c3ccccc3)c2nc(=O)n1-c1ccccc1,2,8,18,x,-1.5,-2.3,5,58,-6
CCOC(=O)N1CCC(NS(=O)(=O)c2ccc3c(c2)C(C)(C)C(=O)N3C)CC1,-15,-3,4,93,-4.2,-3.0,-17,34,2
CC(=O)c1cccc(NC(=O)C2(c3ccccc3)CC2(Cl)Cl)c1 (stereo unspecified),-7,-3,6,88,0.9,0.0,-7,32,-7
Cc1ccc(N(CC(=O)NC2CCCC2)C(=O)c2ccc(C)s2)cc1,-8,1,6,92,-3.3,-3.1,-28,33,27
CC(=O)c1cccc(NC(=O)Nc2csc3c2CCCC3)c1,2,-4,5,108,-2.3,1.6,0,-13,-3
Cc1cc2c(SCC(=O)NC3CCCC3)ncnc2s1,1,2,-1,100,-1.1,-4.2,-18,42,9
CCn1c2ccccc2c2cc(CN3CCN(Cc4cc(OC)ccc4O)CC3)ccc21,0,-1,0,101,-2.6,-2.7,31,21,-75
O=C(Nc1ccccn1)c1onc2c1CCCC2,-5,5,10,90,-1.7,-3.6,-11,-13,1
COC(=O)c1cc2ccccc2oc1=O,-6,1,12,107,0.2,-5.7,4,-31,-2
CCC(NC(=O)N(Cc1ccccc1)Cc1ccc2c(c1)OCO2)(C(F)(F)F)C(F)(F)F,-5,3,9,92,-1.9,-1.5,0,14,0
COc1ccccc1NC(=O)CSCc1nc2ccccc2[nH]1,-13,0,3,101,-2.3,-1.3,-2,-11,5

# 3 entries out of the list above, ordered by their value in UBC9 SUMO inh, low to high:
canonical_smiles	pCIP destab	IDE cell activ	UBC9 SUMO inh	MEKK3 PB1 HTS	VIM-2 inh	IMP-1 inhibitor	PHOSPHO1 inh	NS3 helicase inh
Cc1cc2c(SCC(=O)NC3CCCC3)ncnc2s1	1	2	-1	100	-1.1	-4.2	42	9
COc1ccccc1NC(=O)CSCc1nc2ccccc2[nH]1	-13	0	3	101	-2.3	-1.3	-11	5
CC(=O)c1cccc(NC(=O)C2(c3ccccc3)CC2(Cl)Cl)c1 (stereo unspecified)	-7	-3	6	88	0.9	0.0	32	-7

# Following part.
molecule,pCIP destab,IDE cell activ,UBC9 SUMO inh,MEKK3 PB1 HTS,VIM-2 inh,IMP-1 inhibitor,FID counter,PHOSPHO1 inh,NS3 helicase inh
CC(=O)c1cccc(NC(=O)CCC(=O)Oc2ccc(C)cc2)c1,-4,2,4,101,-0.7,-1.2,-2,18,7
COCCn1c(C)cc(C(=O)COC(=O)c2cc3c(s2)CCC3)c1C,-4,-1,34,97,-5.2,-3.3,-26,26,22
CCN1CCC(N2CCN(c3ccc(Cl)cc3)CC2)CC1,-5,x,14,111,-1.6,-3.0,10,41,0
O=C(CSc1ccc(Cl)cc1)NN=C1CCCCCC1,-1,3,16,100,-3.8,-1.9,-2,42,-5
CCC(CC)CN1CCN=C1N(C)C,-6,1,12,97,-0.9,-1.2,-4,-7,15
CC[C@@H](C)[C@H](NS(=O)(=O)c1ccc(C)cc1)C(=O)N1CCC(C(=O)NCC(=O)O)CC1,-5,2,23,94,-0.1,-3.8,-1,-14,4
Cc1ccnc(NS(=O)(=O)c2ccc(NC(=O)c3ccc(S(=O)(=O)N(C)C)cc3)cc2)n1,6,0,9,94,-1.4,-3.2,-19,28,-1
CC(NCc1ccc(S(N)(=O)=O)cc1)C(=O)N1c2ccccc2CC1C (stereo unspecified),2,6,22,99,-1.1,-2.3,-1,5,-4
COc1ccc(Nc2nc(N3CCCC3)c3ccccc3n2)cc1,-12,0,19,107,19*,-2.5,15,-36,-43
CN(CC(=O)NCc1ccco1)S(=O)(=O)c1ccc2c(c1)n(C)c(=O)c(=O)n2C,6,-3,1,105,-3.1,-4.2,-1,10,0
COCCCNC(=O)c1ccccc1NS(=O)(=O)c1ccc(C)cc1,-2,1,6,105,-0.7,-3.3,-9,28,3
COC(=O)Cc1ccc(NC(=S)N2CCN(C)CC2)cc1,-6,-1,8,76,0.7,0.0,-3,13,12
CCSc1cc(C)nc2ncnn12,-4,-4,17,110,-5.7,-4.8,-2,1,-3
CC(C)[C@H](N)c1nnc2n1N=C(c1ccc(Cl)cc1)CS2,3,0,0,99,6.3,-2.2,-2,27,-9
O=C(CCc1ccccc1)NC(=S)Nc1ccccc1Br,-11,3,-9,101,-3.4,0.3,-8,20,-6
O=C(NNc1ncnc2c1cnn2-c1cccc(Cl)c1)c1ccco1,6,-1,-45,97,-4.3,0.0,-6,33,-2
CNC(=S)N/N=C(\C)c1ccc(C(C)(C)C)cc1,-16,6,6,101,-2.6,-3.1,-13,-48,5
CCOc1cc(/C=N/NC(=O)c2ccc(O)cc2)ccc1Oc1nc(Cl)ncc1F,-1,-3,4,103,-2.1,-1.4,-15,-23,-12
CC1Cc2ccccc2N1C(=O)c1cnc2ccccn2c1=O (stereo unspecified),1,-1,-15,x,-2.8,-2.8,-4,-7,0
CCOc1ccc(NC(=O)[C@@H]2CCC(=O)N2C2OC(=O)c3ccccc32)cc1 (stereo partly specified),-5,4,-2,101,0.2,-0.1,0,50,3
O=C(CN(CC1CCCO1)C(=O)CCC(=O)Nc1nccs1)NCc1ccccc1 (stereo unspecified),-9,2,3,98,1.3,-1.7,-20,1,0
COc1ccccc1CNc1nc2nc3c(c(=O)n2[nH]1)CCC3,-3,-2,21,104,-1.8,-1.6,-2,14,4
O=C(/C=C/c1ccco1)NC(=S)Nc1cc(-c2nc3ccccc3s2)ccc1Cl,-5,-5,x,102,-2.6,-1.5,-3,-11,13
CCC(=O)NC(c1ccc(OC)cc1)c1c(O)ccc2ccccc12 (stereo unspecified),34*,0,-5,105,-2.9,-3.1,-13,44,-6
Cc1cc(-c2n[nH]c(=S)n2/N=C/c2cccc(O)c2)n[nH]1,-15,4,11,101,-1.6,-3.4,-3,-80,-1
COc1ccc(Br)cc1CNC(=O)C1CCN(C(=O)N(C)C)CC1,-1,1,16,100,0.8,1.1,-8,2,3
CC1CCCCN1C(=O)Cn1c(=O)oc2ccccc21 (stereo unspecified),x,-6,x,111,-3.7,-2.4,-4,x,8
Cc1cc(C)nc(NC2=NCCN2C(=S)Nc2c(C)cccc2C)n1,-2,1,2,102,-2.8,-3.1,-5,47,-4
C=CCn1c(SCc2c(C(=O)OC)sc(N)c2C(=O)OC)nnc1-c1ccc(Br)cc1,-9,3,1,100,-3.7,-3.4,-33,58,-8
Cc1cc(C)n(S(=O)(=O)c2ccc(Cl)c(Cl)c2Cl)n1,6,4,-17,103,-1.7,-1.5,-11,10,-8
CC(=O)NS(=O)(=O)c1ccc(NC(=O)c2ccc(Br)o2)cc1,-9,-1,21,118,-3.4,-2.9,-6,8,-2
O=C(Nc1cccc(C(F)(F)F)c1)C1CCCN(S(=O)(=O)c2cnc[nH]2)C1 (stereo unspecified),5,6,-30,98,-1.7,-2.1,-6,6,-4
CCOC(=O)C1(C)NC(c2cccc(C)c2)C2C(=O)N(c3ccccc3)C(=O)C21 (stereo unspecified),-3,-3,-4,99,-1.5,-4.0,-21,x,7
O=c1oc2c(CN3CCN(CCO)CC3)c(O)ccc2cc1-c1ccccn1,4,4,23,85,1.9,1.1,-7,28,3
CCCCC(=O)Nc1ccc(C(N)=O)cc1,-6,3,-16,107,-2.7,-4.8,3,-13,-3
Cc1ccc(C(=O)NCCN2CCOCC2)cc1,5,4,8,85,-4.2,-1.4,0,10,0
CN(C)/C=C/C(=O)c1ccc(Oc2ccccc2)cc1,2,8,-6,83,1.5,-1.0,-2,21,17
COc1ccc(Cc2nnc(NC(=O)Nc3ccc(C)cc3)s2)cc1OC,-2,4,10,102,-2.9,-0.8,-21,42,6
Cc1cccc(C)c1OCC(=O)N(Cc1ccc(Cl)cc1)C1CCS(=O)(=O)C1 (stereo unspecified),-12,2,10,104,-1.8,-0.4,-55,32,0
COc1ccc(NC(=O)COC(=O)c2ccc([N+](=O)[O-])o2)cc1Cl,2,2,12,131*,-3.2,-4.4,12,9,9

# An excerpt; the hit share may differ from the screen's.
